Compound activity as filed in PubChem.
TNAP inh hi DEA – human TNAP enzyme inhibitors, primary screen, biochemical, luminescent, high phosphate acceptor level, uHTS; inhibition, % at 20 µM; AID 1135, 2008; Alkaline phosphatase, tissue-nonspecific isozyme (Homo sapiens), P05186; actives 0.03% (n = 200,000); purified TNAP, CDP-star luminescence, 1 M DEA;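 active means over 50% inhibition of tissue-nonspecific alkaline phosphatase at 20 µM in the single-dose screen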;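 further: plate controls were DMSO wells for no effect and EDTA-quenched wells as full inhibition for full effect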
Target sequence (P05186 whole entry, looked up): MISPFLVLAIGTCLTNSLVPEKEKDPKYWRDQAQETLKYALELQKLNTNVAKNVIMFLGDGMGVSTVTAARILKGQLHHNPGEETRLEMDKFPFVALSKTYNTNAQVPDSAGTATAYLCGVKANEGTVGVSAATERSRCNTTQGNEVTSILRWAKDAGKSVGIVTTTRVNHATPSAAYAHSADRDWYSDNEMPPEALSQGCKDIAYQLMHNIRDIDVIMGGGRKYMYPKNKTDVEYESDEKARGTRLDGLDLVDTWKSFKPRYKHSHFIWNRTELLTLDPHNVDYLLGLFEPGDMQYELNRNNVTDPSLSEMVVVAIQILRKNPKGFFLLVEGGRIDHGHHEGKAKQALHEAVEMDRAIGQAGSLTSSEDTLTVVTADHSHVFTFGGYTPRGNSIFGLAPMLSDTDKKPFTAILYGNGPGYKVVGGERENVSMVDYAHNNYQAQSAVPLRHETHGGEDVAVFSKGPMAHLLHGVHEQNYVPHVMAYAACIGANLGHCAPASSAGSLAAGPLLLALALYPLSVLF
RAM network inh – inhibitors of the yeast RAM network, primary screen, dse1pr::URA3 reporter, 5-FOA selection; S. cerevisiae dse1pr::URA3 reporter, 5-FOA growth OD615, 2 d; analog-sensitive cbk1-as2 kinase mutant strain; actives 1.8% (n = 190,000); inhibition, % at 50 µM;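 active means inhibition above a set limit, 3 SD over mean compound inhibition, cut at about 8.4% in these data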;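 further: 0% = DMSO-only wells with no growth and 100% = 10 µM 1-NA-PP1 full growth; inhibition rescues growth on 5-FOA so higher OD means more RAM inhibition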
TNAP inh noacc – human TNAP enzyme inhibitors, primary screen, biochemical, luminescent, no phosphate acceptor, uHTS | Alkaline phosphatase, tissue-nonspecific isozyme (Homo sapiens), P05186 | purified TNAP, CDP-star luminescence, 30 min | inhibition, % at 20 µM | actives 0.26% (n = 200,000);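 active means tissue-nonspecific alkaline phosphatase inhibition above about 50% at 20 µM in the single-dose screen, limit read from the data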;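 further: 0% = DMSO negative control and 100% = EDTA positive control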
DTT redox prof – compounds producing H2O2 with reducing agent – biochemical, NIH compound library profiling, artefact control for MLSCN library redox annotation, primary screen. AID 878, 2007. DTT-dependent redox cycling H2O2, phenol red/HRP absorbance; 100% = 100 µM peroxide control, 0% = buffer. activation, % at 10 µM. actives 0.03% (n = 200,000);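 active means activation of at least 50% relative to the plate's high and low controls in the primary single-dose screen; inactive means activation below 50%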;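 further: compound incubated with DTT at 0.8 mM final as the reducing agent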
S1P3 antagonist – S1P3 receptor antagonists, primary screen, cell-based | CHO S1P3 NFAT-BLA reporter, FRET fluorescence, antagonist mode | actives 0.27% (n = 170,000) | inhibition, % at 4.98 µM | AID 485, 2006 | Sphingosine 1-phosphate receptor 3 (Homo sapiens), Q99500;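 active means inhibition above the plate cutoff, the mean inhibition of test wells on that plate plus 3 SD, cut at about 28% in these data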;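 further: cells challenged with S1P at its EC80 of 0.8 µM; blue over green emission ratio from cleaved BLA substrate after 4 h stimulation; 0% = S1P-stimulated wells and 100% = unstimulated DMSO-only wells; some compounds past the cut are filed as inactive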
Target sequence (Q99500 whole entry, looked up): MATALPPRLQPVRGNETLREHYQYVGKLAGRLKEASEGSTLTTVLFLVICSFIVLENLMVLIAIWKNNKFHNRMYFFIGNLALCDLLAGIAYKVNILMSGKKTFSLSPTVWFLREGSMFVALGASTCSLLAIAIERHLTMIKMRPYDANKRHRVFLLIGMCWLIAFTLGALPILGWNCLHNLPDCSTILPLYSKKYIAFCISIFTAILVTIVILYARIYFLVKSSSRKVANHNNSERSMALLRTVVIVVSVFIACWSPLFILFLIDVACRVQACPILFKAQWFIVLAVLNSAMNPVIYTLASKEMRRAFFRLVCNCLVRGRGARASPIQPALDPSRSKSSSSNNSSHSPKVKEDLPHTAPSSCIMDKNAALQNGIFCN
PMI activator – activators of human PMI, primary screen, biochemical, fluorescence intensity, near-Km mannose 6-phosphate. activation factor at 20 µM. actives 0.005% (n = 190,000). Mannose-6-phosphate isomerase (Homo sapiens), P34949. purified human PMI, coupled resazurin fluorescence, 20 min; hits give high values; 1 = vehicle control, 0 substrate-free wells. AID 1214, 2008;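 active means activation factor of 2 or more at 20 µM, relative to plate controls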
Efa HMGR inh – inhibitors of E. faecalis class II HMGR, primary screen, biochemical, Enterococcus faecalis. purified E. faecalis HMGR, NADPH absorbance 340 nm kinetic. inhibition, % at 10 µM. actives 0.41% (n = 190,000). AID 1066, 2008;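 active means inhibition above a set limit, the median over all tested compounds plus 3 SD, cut at about 9.5% in these data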;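 further: enzyme runs in reverse so mevalonate oxidation gives rising NADPH absorbance; 0% = complete reaction with DMSO and 100% = background rate lacking mevalonate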
Lmaj promast – Leishmania major promastigote growth inhibition, primary screen; Leishmania major promastigotes, resazurin fluorescence viability; inhibition, % at 10 µM; actives 9% (n = 200,000); AID 1063, 2008; in the data active means inhibition above about 50%;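 further: promastigotes grown with compound for 44 hours at 28 °C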
Hsp70 activator – Hsp70 transcriptional activators, primary screen, cell-based, HeLa, Hsp70 promoter luciferase, luminescence, 10 µM | actives 0.04% (n = 200,000) | HeLa Hsp70 promoter luciferase reporter; scaled: vehicle 0, proteasome-inhibitor control 100% | AID 1203, 2008 | activation, % at 10 µM;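 active means activation above the mean across all tested compounds plus 3 SD, cutoff set per campaign, cut at about 5.5% in these data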;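 further: 100% = MG132 at 30 µM as the positive control and 0% = DMSO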
PMI act satM6P – human PMI activators, high substrate, primary screen, biochemical, fluorescence intensity, near-saturating mannose 6-phosphate | activation factor at 20 µM | Mannose-6-phosphate isomerase (Homo sapiens), P34949 | actives 0.34% (n = 190,000) | coupled PMI enzyme assay, resazurin fluorescence, 20 min; hits give high values; 1 = untreated enzyme, 0 = substrate-free blank | AID 1216, 2008;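 active means activation factor of 2 or more at 20 µM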
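Test system: Human PMI in coupled enzyme assay | Input: 15 ng/mL PMI | Medium: HEPES-buffered pH 7.4 with magnesium and detergent | Compound: One concentration, 20 µM, in 1% DMSO | Incubation: Enzyme reaction with compound 20 min at room temperature | Detection: Diaphorase-driven resazurin-to-resorufin fluorescence, excitation 544, emission 590 nm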
Starred values were filed as active, the others as inactive; . = no result given.

SMILES	TNAP inh hi DEA	RAM network inh	TNAP inh noacc	DTT redox prof	S1P3 antagonist	PMI activator	Efa HMGR inh	Lmaj promast	Hsp70 activator	PMI act satM6P
CN(C)c1nc(Oc2ccc(=O)[nH]n2)nc(N2CCOCC2)n1	-5	0.5	-11	0.9	.	1	1	-2	-0.2	1.1
COc1ccc(CC(=O)NC2CCN(CC(=O)N3CCCc4ccccc43)CC2)cc1OC	2	-0.8	-6	1.6	-6	0.8	-4	-6	-0.3	0.9
CCOCCCNS(=O)(=O)Cc1ccccc1	2	-0.8	-6	-0.8	-1	0.9	1	-10	-0.3	0.9
O=C1C=C(NNC(=O)c2ccncc2)CC(c2ccccc2)C1 (stereo unspecified)	3	0.0	-54	-1.8	-2	0.9	-6	-3	0.2	0.8
CC(NC(=O)CN(c1cccc(C(F)(F)F)c1)S(=O)(=O)c1ccc(Cl)c([N+](=O)[O-])c1)c1ccccc1 (stereo unspecified)	-2	1.9	-6	0.6	-18	0.9	-3	50*	-0.3	1
Cc1onc(-c2ccccc2)c1C(=O)N1CCN(C/C=C/c2ccccc2)CC1	0	-0.3	-13	-0.9	-50	0.9	3	4	-0.2	1
CCOC(=O)N1CCN(C(=O)CCNS(=O)(=O)c2ccc3c(c2)c(=O)n(C)c(=O)n3C)CC1	0	1.2	-8	-0.7	14	1	1	-1	-0.3	1
CC(=O)Nc1ccc(S(=O)(=O)Nc2nnc(C(C)(C)C)s2)cc1	-2	1.2	-8	0.2	.	1	0	-4	0.0	1
CCc1ccc(OCC(=O)N2CCN(c3ccccc3F)CC2)cc1	1	1.5	-6	0.1	15	1	-3	-6	-0.3	1
O=C(Cn1nc(C(F)(F)F)cc1C1CC1)Nc1ccccc1F	-3	-0.9	-10	-0.1	1	1	-1	-3	0.0	0.9
COc1ccc(NC(=O)CSc2n[nH]c(N)n2)cc1OC	-5	2.8	-8	-0.4	-15	1	-4	-8	0.0	0.9
O=C(CN(C(=O)CSc1nc2ccccc2o1)c1ccccc1)NC1CCCCC1	-5	1.3	-12	3.1	.	0.8	-4	0	-0.3	0.9
Cc1c(C(=O)CN2CCOCC2)[nH]c2ccccc12	-6	1.2	-14	1.7	-5	1.2	-4	-3	-0.5	1.1
COC(=O)c1sc2ncccc2c1OCc1ccc(Cl)cc1	-6	4.7	-8	3.4	.	1	-3	-7	-0.1	1
NNC(=O)CNC(=O)c1ccccc1F	4	-0.8	-1	-4.5	.	1	-5	1	-0.3	1.1
CC12CCC(c3c(C(=O)O)nn(-c4ccc(F)cc4)c31)C2(C)C (stereo unspecified)	-1	0.1	-3	0.3	.	0.9	-4	-5	-0.5	0.9
COc1cccc(N2CCN(C(=O)CCSCc3ccccc3F)CC2)c1	-4	3.9	-14	-0.6	8	1.1	-1	-1	-0.2	1
O=C(Nc1ncnc2sc3c(c12)CCCCC3)c1ccccc1	-3	0.7	18	0.1	.	1	3	2	0.0	0.9
COc1ccc(OC)c(NS(=O)(=O)c2ccc(Cl)nc2)c1	-3	1.1	-5	-0.6	-6	1	-6	4	-0.2	0.9
CCN(CC)c1ccc(/C=N/OC(C)C(=O)Nc2ccc(C)cc2)cc1 (stereo unspecified)	-6	-0.1	-20	0.2	12	0.9	-1	-3	-0.4	0.9
Cc1ccccc1-c1cc(C(=O)Nc2sc(C)c(C)c2C(N)=O)c2ccccc2n1	6	3.5	0	0.2	.	0.8	-1	19	-0.6	0.9
COC(=O)C(Cc1ccccc1)NC(=O)C(CC(C)C)NC(=O)OC(C)(C)C (stereo unspecified)	-3	0.7	-16	-0.6	-10	0.9	-1	6	-0.1	1
Cc1oc2c(c1C(=O)NCc1cccnc1)C(=O)c1ccccc1C2=O	-4	-0.3	-9	0.0	-12	1.7	-3	100*	-0.4	1
O=S(=O)(NCc1ccccc1)c1cccs1	0	0.4	-6	-0.1	.	1	-5	5	-0.2	1
Cc1ccc2cc(CCNC(=O)c3ccc(C)c([N+](=O)[O-])c3)c(=O)[nH]c2c1	2	5.2	-4	-0.1	0	0.9	0	-1	0.0	1.2
COCCN(CC(=O)Nc1ccccc1)S(=O)(=O)c1ccc(S(=O)(=O)N2CCCC2)cc1	-2	2.9	-2	0.7	0	1	-7	-5	-0.4	0.9
Nc1[nH]n2c(=O)cc(-c3ccccc3)nc2c1N=Nc1ccc2c(c1)OCO2	21	10*	17	-0.3	7	0.7	-4	3	-0.2	0.7
C=CCn1c(=O)c2c3c(sc2n2c(Nc4ccc(C(=O)OCC)cc4)nnc12)CCCC3	-4	8.5*	-6	0.0	.	1	-4	94*	-0.2	0.9
COc1ccc(CCNC(=O)Cn2c(=O)n(CC3CCCO3)c(=O)c3cc(OC)c(OC)cc32)cc1OC (stereo unspecified)	-6	0.9	-6	-2.1	-2	1	-5	-2	-0.2	1
O=C(c1cnn2c(C(F)F)cc(-c3ccccc3)nc12)N1CCOCC1	-4	1.2	-10	-0.1	15	0.9	-9	-1	0.7	0.9
COc1ccccc1-c1nnn(CC#N)n1	-3	-0.3	-12	1.8	-21	1.1	-6	2	-0.1	1
Oc1[nH]c2ccccc2c1C=Nc1ccc2c(c1)OCCO2	-5	3.4	-8	1.0	-2	0.9	1	-10	0.2	0.8
O=S(=O)(c1ccc(-c2csc(=Nc3ccccc3)n2CCCN2CCOCC2)cc1)N1CCOCC1	-2	-0.5	-7	3.1	.	1	-2	94*	0.1	1
Cc1cc2nn(-c3cccc4ccccc34)nc2cc1NC(=O)c1cccs1	-3	3.0	-2	0.2	.	0.9	-8	10	0.1	0.8
COC(=O)C1=NN(C(=O)c2ccc(Cl)cc2)C(O)(c2ccccc2)C1 (stereo unspecified)	9	0.0	22	-3.9	.	1.2	-5	-11	0.1	1
Cc1c(C(=O)OCC(=O)N(C)c2ccccc2)cccc1[N+](=O)[O-]	-1	0.8	4	-0.1	10	0.9	-4	-15	-0.2	0.9
CCOc1cccc(/C=N/NC(=S)NCCN2CCOCC2)c1O	10	-0.1	-18	-0.7	0	1.1	2	5	-0.2	1.1
CCCC[C@H](CN(N=O)[C@@H](Cc1ccccc1)CN(C)N=O)N(CCc1ccccc1)N=O	-1	8.9*	-12	0.7	-2	0.9	2	27	0.1	1
COCCOC(=O)C1=C(C)NC(C)=C(C(=O)OC(C)C)C1c1cccc([N+](=O)[O-])c1 (stereo unspecified)	-2	4.1	-6	-0.2	1	1	-8	66*	-0.2	1
CCN(CC)S(=O)(=O)c1ccc(N2CCCCC2)c(NC(=O)/C(C#N)=C/c2ccc(OC)cc2)c1	-7	3.8	-5	0.2	-18	1	2	2	-0.4	1
Cc1nn(Cc2ccc(Cl)c(Cl)c2)c(C)c1NC(=O)c1noc2c1CCCCC2	1	5.3	-4	-2.7	13	0.9	0	-4	0.2	0.9
CC(C)COP(=O)(c1ccc(N(C)C)cc1)C(O)c1ccncc1 (stereo unspecified)	-5	2.7	-11	1.7	-9	0.9	-2	-3	-0.1	0.9
CCCC(=O)n1nc(-c2ccc(C)cc2)nc1NCc1ccco1	-1	3.0	33	0.0	-10	0.9	0	8	0.4	0.9
Cc1nnc(OC(C)C)c2nn(-c3ccccc3F)c(C)c12	-4	-0.1	-5	0.1	.	0.9	0	-2	-0.4	1
COc1ccc(NC(=O)NNc2cc(N3CCOCC3)nc(N3CCOCC3)n2)cc1	-2	1.7	-6	-1.6	-17	0.8	-2	-1	-0.1	0.8
CCSc1nc(N2CCCCC2)c2c(c1C#N)CCCC2	-5	3.3	4	0.1	.	1	2	-7	-0.2	0.9
CC(C)CNC(=O)CSc1nnc(-c2cccc(S(=O)(=O)N3CCCCC3)c2)o1	-4	3.2	-12	2.3	.	1.1	-4	-6	-0.5	1.2
COc1cc(OC)cc(-c2n[nH]c(=S)n2-c2cc(OC)ccc2OC)c1	-3	4.8	-10	0.1	.	0.8	-2	100*	-0.2	0.9
O=C(Nc1ccccc1C(=O)N/N=C/c1ccco1)c1ccc(Cl)cc1	0	3.5	-24	-0.8	-8	1	1	8	-0.3	1
COc1cc(CNC2CCCCCC2)cc(OC)c1OC	-4	0.7	-11	0.5	-11	0.9	-7	0	-0.2	1
The results go on.
SMILES	TNAP inh hi DEA	RAM network inh	TNAP inh noacc	DTT redox prof	S1P3 antagonist	PMI activator	Efa HMGR inh	Lmaj promast	Hsp70 activator	PMI act satM6P
COc1cccc(NC(=O)c2ccc(C(=O)c3ccccc3)o2)c1	0	1.9	-12	-0.4	-6	0.9	2	44	0.5	1
N#Cc1cc(-c2ccccc2)cnc1Sc1ccc(Cl)cc1	-3	8.1	-11	-5.6	.	0.8	4	-6	-0.1	0.8
O=C(NCc1ccco1)c1cc(-c2ccncc2)nc2ccccc12	0	2.6	-14	-2.1	-21	1	1	-2	-0.3	1
CCN(CC)S(=O)(=O)c1ccc2c(c1)c(C(=O)O)cn2C	-5	-0.4	-1	0.4	.	1	-9	-3	-0.3	1
CCOc1ccccc1C(C(=O)NCCOC)N(CCOC)C(=O)Cn1nnc2ccccc21 (stereo unspecified)	-4	1.0	-5	0.4	-21	1	8	-5	0.1	1.1
COC(=O)C1=C(O)/C(=C\c2cc(C)n(-c3ccccc3C)c2C)N=C1C	5	-0.4	9	3.2	.	1.3	-3	5	-0.4	1.6
O=c1c[n+]([O-])c2ccccc2n1OCc1ccccn1	-2	0.4	-10	-0.3	-8	0.9	-3	-4	-0.4	1
Cc1cccc2cc3c(N)c(C(=O)Nc4ccc(N5CCOCC5)cc4)sc3nc12	6	0.5	6	2.0	.	0.7	-4	18	-0.2	0.8
CC(=O)CSc1nc2cc3c(cc2cc1C#N)OCCO3	2	1.1	-12	-0.4	-19	1.5	11*	22	0.2	2*
CC(C)Cn1c(=O)c(C2=NS(=O)(=O)c3ccccc3N2)c(O)c2ccccc21	.	.	.	-3.2	-29	.	.	5	-0.6	.
COc1ccccc1OCC(=O)OCC(=O)Nc1ncc(Cl)cc1Cl	-5	-1.2	-2	2.5	28	1	2	-9	-0.4	1.1
